Smad3 inh: inhibitors of human Smad3 transcription factor binding | TR-FRET Smad3/Dy647-FoxH1 peptide binding, europium anti-His | inhibition, % at 25 µM | actives 0.29% (n = 88,000) | AID 630;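 active = compounds that reduce the energy-transfer binding signal between the protein and its labelled peptide by more than half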;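 also: 0% = Smad3 plus labelled peptide maximal FRET and 100% = peptide-only background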
* hit, by the source's call. The list is partial; rates above refer to the full screens.

SMILES | Smad3 inh
CN(C)C/C=C(/c1ccc(Br)cc1)c1cccnc1 | 14

Source: PubChem BioAssay (Emory University Molecular Libraries Screening Center)
